Compound activity deposited in PubChem BioAssay by The Scripps Research Institute Molecular Screening Center.
GPR151 activ = activators of human GPR151; PathHunter beta-arrestin GPR151 cells, luminescence; activation, % at 11.2 µM; 1% of 650,000 active; AID 1508602; in the data active means activation above about 4.9%;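 further: 0% = median of compound wells and 100% = cells with positive control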
Target sequence (Q8TDV0 whole entry, looked up): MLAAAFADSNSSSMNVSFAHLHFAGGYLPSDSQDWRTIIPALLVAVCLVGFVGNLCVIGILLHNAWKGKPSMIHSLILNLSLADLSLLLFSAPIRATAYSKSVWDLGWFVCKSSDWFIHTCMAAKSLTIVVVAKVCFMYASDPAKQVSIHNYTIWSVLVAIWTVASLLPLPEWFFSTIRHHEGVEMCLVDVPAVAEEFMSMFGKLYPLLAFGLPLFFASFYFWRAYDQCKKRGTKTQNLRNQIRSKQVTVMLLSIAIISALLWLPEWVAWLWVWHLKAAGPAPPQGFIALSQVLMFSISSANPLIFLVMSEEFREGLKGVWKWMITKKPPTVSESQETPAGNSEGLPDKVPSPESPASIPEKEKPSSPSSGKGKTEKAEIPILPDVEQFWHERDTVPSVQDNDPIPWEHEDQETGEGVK
MITF inh = inhibitors of human MITF | AlphaScreen MITF homodimerization, bead proximity signal | inhibition, % at 2.6 µM | 0.91% of 650,000 active | AID 1259374; in the data active means inhibition above about 50%;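 further: 0% = vehicle wells with protein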
TEAD-YAP inh = TEAD-YAP interaction inhibition; HEK-TIYL cells, TEAD-Gal4/YAP UAS-luciferase luminescence; inhibition, % at 9.12 µM; 1.4% of 640,000 active; AID 1259422; in the data active means inhibition above about 32%;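 further: 0% = median of test compound wells and 100% = reference inhibitor wells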
FBW7 activator = activators of human E3 ligase FBW7; AID 1259310; 0.13% of 650,000 active; normalized activity (activation), % at 26.1 µM; AlphaScreen FBW7–phospho-cyclin E peptide binding, activator screen; in the data active means normalized activity above about 1.9%;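 further: purified mutant Fbw7 with reduced substrate affinity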
Target sequence (Q969H0 whole entry, looked up): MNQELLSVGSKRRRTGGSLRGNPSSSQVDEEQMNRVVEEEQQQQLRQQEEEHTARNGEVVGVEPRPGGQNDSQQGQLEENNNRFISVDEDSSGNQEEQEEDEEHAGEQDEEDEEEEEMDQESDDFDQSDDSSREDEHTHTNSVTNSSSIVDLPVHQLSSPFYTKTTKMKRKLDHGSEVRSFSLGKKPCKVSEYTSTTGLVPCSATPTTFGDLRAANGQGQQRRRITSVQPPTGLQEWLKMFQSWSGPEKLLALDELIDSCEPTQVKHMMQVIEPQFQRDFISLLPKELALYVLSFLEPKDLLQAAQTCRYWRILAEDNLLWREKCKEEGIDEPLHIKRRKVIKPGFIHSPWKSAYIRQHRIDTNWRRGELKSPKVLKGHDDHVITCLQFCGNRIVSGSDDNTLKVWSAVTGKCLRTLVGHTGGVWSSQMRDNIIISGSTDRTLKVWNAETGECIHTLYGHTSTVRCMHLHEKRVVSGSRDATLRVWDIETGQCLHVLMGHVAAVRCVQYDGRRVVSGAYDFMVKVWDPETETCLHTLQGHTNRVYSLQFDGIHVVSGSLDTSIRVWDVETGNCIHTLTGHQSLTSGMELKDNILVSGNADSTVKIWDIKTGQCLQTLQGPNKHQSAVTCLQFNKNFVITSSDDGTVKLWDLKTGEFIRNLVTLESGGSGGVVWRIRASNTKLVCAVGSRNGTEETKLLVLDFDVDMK
* marks the source's active call; other numbers are inactive results.

SMILES	GPR151 activ	MITF inh	TEAD-YAP inh	FBW7 activator
CCOC(=O)c1cnc2ccc(Cl)cc2c1Nc1ccc(N2CCOCC2)cc1	0.5	-19	0	-0.1
Cn1c(=O)c2c(nc(SCC(=O)Nc3ccccc3[N+](=O)[O-])n2C)n(C)c1=O	0.9	1	3	-0.1
Cc1ccccc1OCC(=O)NCCC(=O)O	-0.9	7	2	0.3
COc1ccc(CN2CCN(C(=O)c3cccc(Cl)c3)CC2)cc1OC	-0.1	28	5	-0.1
N#C/C(=C\c1cccc([N+](=O)[O-])c1)C(=O)Nc1ccc(S(N)(=O)=O)cc1	-0.3	4	-9	-0.3
O=C(c1ccccc1Br)N1CCN(c2ccc(N3CCCCCC3)nn2)CC1	-0.5	27	15	0.1
Cc1ccc2occ(/C=N/Nc3oc(C)nc3C#N)c(=O)c2c1	-0.4	5	11	0.1
Cn1ccs/c1=N/C(=S)NC(=O)c1ccc(Cl)cc1	-1.1	-8	-76	-0.2
CCNC(=O)C(Cc1ccccc1)NC(=O)OCc1ccccc1 (centres undefined)	0.3	14	7	0.5
CC(=O)N1CCN(c2ccc(NC(=O)CSc3ccc(Cl)cc3)cc2Cl)CC1	0.9	3	-8	-0.5
COc1ccc(NC(=O)Cn2c(=O)n(C(C)C)c3ncccc32)cc1OC	-0.7	4	4	-0.1
CCC1(C)OC(=O)N(CCCn2ccnc2C)C1(C)O (centres undefined)	-1.2	9	5	0.2

Compound profiles, as listed above.
`Cn1c(=O)c2c(nc(SCC(=O)Nc3ccccc3[N+](=O)[O-])n2C)n(C)c1=O` across the screens: GPR151 activ = 0.9; MITF inh = 1; TEAD-YAP inh = 3; FBW7 activator = -0.1
`COc1ccc(CN2CCN(C(=O)c3cccc(Cl)c3)CC2)cc1OC` across the screens: GPR151 activ = -0.1; MITF inh = 28; TEAD-YAP inh = 5; FBW7 activator = -0.1
`CCC1(C)OC(=O)N(CCCn2ccnc2C)C1(C)O` (centres undefined) across the screens: GPR151 activ = -1.2; MITF inh = 9; TEAD-YAP inh = 5; FBW7 activator = 0.2

Of the compounds above, these contain an aryl methoxy group.
SMILES	GPR151 activ	MITF inh	TEAD-YAP inh	FBW7 activator
COc1ccc(CN2CCN(C(=O)c3cccc(Cl)c3)CC2)cc1OC	-0.1	28	5	-0.1
COc1ccc(NC(=O)Cn2c(=O)n(C(C)C)c3ncccc32)cc1OC	-0.7	4	4	-0.1

Remaining list, next part:
SMILES	GPR151 activ	MITF inh	TEAD-YAP inh	FBW7 activator
COc1ccc(C2(C(=O)NCc3nc(-c4ccncc4)n[nH]3)CC2)cc1	0.2	13	1	0.1
C[N+](C)(C)CCOC(=O)C1(c2ccccc2)CCCC1	2.0	-2	2	0.1
N#Cc1ccc(/C=N/N2C(=O)C3C(C2=O)C2C=CC3C23CC3)c([N+](=O)[O-])c1 (centres undefined)	0.5	-5	0	-0.2
CCN(C(=O)C(C)OC(=O)C1C(C(=O)OC)=C(C)NC(C)=C1C(=O)OC)c1ccccc1 (centres undefined)	2.8	-6	14	0.1
COc1ccc2c(CNCc3cc(Br)ccc3OC)c(C(=O)O)n(C)c2c1	-1.7	2	-4	1.4
Nc1ccc(S(=O)(=O)Nc2ccc(I)cc2)cc1	-2.0	3	5	0.3
CC(C)[C@H](NC(=O)c1ccc(F)cc1)C(=O)Nc1ccc(C#N)cc1	1.1	2	-5	0.1
Cc1cc(OCC(O)CN2CCN(Cc3ccccc3)CC2)ccc1Cl (centres undefined)	0.7	-2	5	-0.2
CC(=O)c1ccc(-c2ccc(C(=O)NCC(F)(F)F)c(NCc3cccnc3)n2)s1	-0.6	-8	2	-0.1
CC(C)=CC(=O)N1CCC2(CC1)CC2C(=O)Nc1cc(C)cc(C)c1 (centres undefined)	-1.3	10	-6	0.0
CC(C)(C)c1ccc(-c2noc(-c3cccnc3)n2)cc1	-0.6	0	-47	0.2
O=C(O)c1ccc2c(c1)OCCOCCOc1cc(C(=O)O)ccc1OCCOCCO2	1.4	12	8	-0.1
O=C(CCN1C(=O)c2ccccc2C1=O)Nc1cc(C(F)(F)F)ccc1Cl	2.3	-4	8	0.1
COc1ccc(-c2nsc3c(N4CCOCC4)ncnc23)cc1	0.1	-22	82*	-0.1
Cc1ccc(C(=O)N(CC(=O)Nc2sc(C)c(C)c2C(N)=O)C2CCCC2)cc1	0.4	14	26	-0.2
O=C(O)CNc1nc(NCC(=O)O)nc(N2CCCCC2)n1	-0.2	6	8	0.4
COc1ccc(NC(=O)Cn2c(=S)[nH]c3c([nH]c4ccc(OC)cc43)c2=O)cc1	1.1	9	6	0.0
CCOC(=O)c1sc(NC(=O)COc2ccc(Cl)cc2C)c(C(N)=O)c1C	1.0	-13	4	-0.2
COc1ccc(NC(=O)Cn2cnc3sc(C)c(C)c3c2=O)c([N+](=O)[O-])c1	-1.5	-13	0	-0.1
CCOCCOC(=O)C1=C(C)NC2=C(C(=O)CC(c3ccccc3)C2)C1c1ccc(N(CC)CC)cc1 (centres undefined)	-0.9	9	-5	0.5
O=S(=O)(NCC(c1cccs1)S(=O)(=O)c1ccc(F)cc1)c1cccs1 (centres undefined)	0.9	2	2	-0.3
CCOc1ccc(NC(=O)COC)cc1	5.4*	2	-13	0.1
CCOC(=O)c1c(NC(=O)C2CC3CCC2C3)sc2c1CCC(CC)C2 (centres undefined)	-0.3	5	1	0.2
O=C(CSc1nc2ccccc2n1S(=O)(=O)c1ccc(Br)cc1)Nc1ccccc1C(F)(F)F	0.2	10	-14	0.6
Cc1ccc(-n2cc(-c3ccccc3)c3c(N4CCN(c5ccc(F)cc5)CC4)ncnc32)cc1	-2.4	22	9	1.0
CC(C)C1=NN2C(=N)/C(=C/c3ccc(-c4ccc([N+](=O)[O-])cc4Br)o3)C(=O)N=C2S1	-1.4	18	-1	0.6
O=C(COC(=O)c1cc(NS(=O)(=O)c2cccs2)ccc1O)NC1CCCC1	2.2	0	-3	0.0
Cc1nc2sccn2c1CN1CCN(C(C)C)C(CCO)C1 (centres undefined)	0.1	14	2	0.1
O=C(CC1CC(=O)Oc2ccccc21)NCc1ccccc1 (centres undefined)	2.1	12	9	0.1
CCOC(=O)c1ccc(CN(Cc2ccc(Br)cc2)S(=O)(=O)c2ccc(Cl)cc2)cc1	-2.2	15	1	0.3
Cc1nc2ncnn2c(N2CCN(c3ccc(F)cc3)CC2)c1C	-1.6	24	7	0.2
COc1ccc(CCN2CCC(NCc3ccco3)CC2)cc1	0.6	14	2	1.4
Cc1ccc(-c2nc(SCC(=O)NCCc3ccccc3)c3c(=O)n(C)c(=O)n(C)c3n2)cc1	1.2	3	2	-0.1
COC(=O)c1ccc2nc(NC(=O)CSc3nc4ccccc4[nH]3)sc2c1	-0.2	4	-7	-0.1
CCOC(=O)C1CCN(c2c(N3CCN(c4ccccc4)CC3)c(=O)c2=O)CC1	2.3	-3	1	0.0
CSc1cccc(CN2CCN3C(=O)[C@H](Cc4ccccc4)NC(=O)[C@H]3C2)c1	-0.7	7	6	-0.2
CCN1CCN(C(c2cccs2)C(C)NC(=O)c2cccs2)CC1 (centres undefined)	-0.5	15	11	0.1
CC1CCCC(C)N1CCCNC(=O)Cn1c(=O)c2cccn2c2ccccc21 (centres undefined)	0.2	-1	-9	0.3
O=C(c1cn(-c2ccccc2)nc1-c1ccc(Br)cc1)N1CCOCC1	1.4	7	-5	0.1
Cc1ccc(C2NNC(=O)C2NC(=O)c2ccccc2)cc1 (centres undefined)	1.5	9	-21	-0.2
COc1cc([N+](=O)[O-])ccc1-n1cnnn1	-1.0	5	2	0.1
O=S(=O)(Nc1nc2ccccc2[nH]1)c1ccc(Br)cc1	-2.5	-4	-16	0.1
O=S(=O)(c1cccc(F)c1)N1CCN(Cc2ccccc2)CC1	4.7	6	-5	0.6
CCN(CC)CCN1CCN(c2ncc(-c3cccc(C(=O)O)c3)n3ccnc23)CC1	-1.0	-3	7	-0.5
Cc1cc(-c2ccccc2)nc2nnc(C(F)(F)F)n12	0.2	6	11	-0.1
NC(=O)c1cc2cc(Cl)ccc2oc1=Nc1cc(C(F)(F)F)ccc1Cl	-1.7	-8	-6	0.0
COc1cc(Br)cc(CN2CCCCC2c2cccnc2)c1O (centres undefined)	2.7	-11	-6	0.1
CC(=O)N1CCc2c(sc(NC(=O)CCSc3ccccc3)c2C#N)C1	0.5	-6	15	0.0
CCC(=O)c1ccc(Br)cc1NN1c2cc(Br)ccc2C(=O)C1(C)OC (centres undefined)	-0.5	-1	-4	-0.2
CC(=O)N1SC(N)=NC1c1ccccc1 (centres undefined)	0.7	8	9	1.3
Nc1nc(-c2sc3nc4c(cc3c2N)CCCC4)nc(N2CCOCC2)n1	-0.6	5	-15	-0.1
O=C(Nc1ccc(N2CCOCC2)cc1)c1ccc2nc(Nc3ccncc3)sc2c1	0.3	44	-7	0.1
CCOCCOC(=O)c1ccc(NC(=O)COc2cccc(C)c2)cc1	0.5	4	5	-0.2
COc1ccccc1CCNC(=O)C1(c2cccs2)CCOCC1	-1.4	14	1	-0.1
COc1ccc([N+](=O)[O-])cc1NC(=O)Nc1ccc(OC)c(OC)c1	-0.1	-10	10	-0.2
NS(=O)(=O)c1ccc(CCn2c(-c3ccc(C4CCCCC4)cc3)csc2=Nc2ccccc2)cc1	1.0	10	-3	-0.2
Cc1nc2ccccn2c1-c1ccnn1S(=O)(=O)c1ccc(F)cc1	-0.8	73*	-3	0.3
Cc1ccc2nc(N3CCN(Cc4nnnn4Cc4ccc(F)cc4)CC3)c(C#N)cc2c1	-0.5	8	5	-0.1
COc1ccc(CCNC(=S)NCc2ccccn2)cc1OC	-0.7	7	4	0.1
COc1ccc(C2C(C(=O)Nc3cc(C)ccn3)=C(C)NC3=C2C(=O)CC(C)(C)C3)c(OC)c1 (centres undefined)	0.0	0	3	0.1
(list continues)
SMILES	GPR151 activ	MITF inh	TEAD-YAP inh	FBW7 activator
COC(=O)c1ccc(NC(=O)C=C(C)C)cc1	2.9	7	-51	0.3
Cc1sc2ncn3cnnc3c2c1-c1ccc(F)cc1	-0.2	-21	1	0.5
O=C(Nc1cccnc1)c1cccc2ccccc12	-0.7	-8	-3	0.0
Cc1cccc(NC(=O)COc2ccc([N+](=O)[O-])cc2)c1	0.1	1	-7	-0.2
C/C(=N\NC(=O)c1ccoc1C)c1cccnc1	-8.6	-8	-18	-0.1
O=[N+]([O-])c1cc2c(c([N+](=O)[O-])c1)C=Nc1ccc3ccccc3c1O2	1.0	6	-2	-0.1
CCCc1nnc2n1N=C(c1ccc(OC)c(OC)c1)CS2	-0.2	8	-18	0.0
COc1ccc(CCNc2nc(N3CCCCC3)nc(N3CCCCC3)n2)cc1OC	0.7	-5	-3	-0.3
Cc1ccc(CNC(=O)CSCc2ccc(C)cc2)cc1	-1.6	13	9	1.6
CC1(C)OC2OC(C(=O)NCCCCCC(=O)OCc3ccccc3)C3OC(C)(C)OC3C2O1 (centres undefined)	-1.4	9	9	0.3
Cc1cc(S(=O)(=O)N2CCOCC2)ccc1Br	0.0	6	-2	-0.2
COc1cc(C(=O)Nc2ccc(-c3nc4ccccc4s3)c(O)c2)cc(OC)c1OC	1.6	-2	4	0.5
CC12CCC(C/C1=N/N=C/c1ccc(N3CCOCC3)cc1)C2(C)C (centres undefined)	1.7	-5	1	-0.1
Cc1ccc(Nc2nc(N3CCOCC3)nc(N3CCC(C)CC3)n2)cc1	2.0	2	6	0.3
CCC(C)N1CCc2c(sc(S(=O)(=O)Nc3cccc(C)c3)c2C(=O)OC)C1 (centres undefined)	-0.5	-8	0	0.1
CCN(CC)C(=S)NC(=O)Cc1ccccc1	-0.3	-15	4	-0.3
CC(=O)Nc1ccc(-c2nc3ccccc3[nH]2)cc1	0.2	2	-25	-0.1
c1ccc(Sc2c(-c3ccccc3)nc3ncccn23)cc1	-0.8	20	4	0.3
Cc1ccc(Cl)cc1NC(=S)NNC(=O)c1ccc(N2CCCCCC2)c([N+](=O)[O-])c1	0.7	6	4	-0.1
Cc1cccc(NC(=O)NCC2CN(c3cccc(Cl)c3)C(=O)O2)c1 (centres undefined)	-1.7	1	14	0.1
COc1ccc(-c2noc(CN(C)CCc3ccccc3)n2)c(OC)c1OC	0.4	2	-17	0.0
O=C1C(CO)NC(=S)N1c1ccccc1 (centres undefined)	-0.8	-3	-1	0.2
CCN(CC)C(=O)CN(c1cccc(OC)c1)S(C)(=O)=O	12*	-1	2	0.1
O=C(NCCOc1ccccc1)c1cnc(Nc2cnccn2)s1	-1.1	8	2	0.5

Some values from the entries so far.
CC(=O)Nc1ccc(-c2nc3ccccc3[nH]2)cc1 @ GPR151 activ = 0.2
Cc1cccc(NC(=O)NCC2CN(c3cccc(Cl)c3)C(=O)O2)c1 (centres undefined) @ GPR151 activ = -1.7
Cc1ccc(Nc2nc(N3CCOCC3)nc(N3CCC(C)CC3)n2)cc1 @ TEAD-YAP inh = 6

(next part)
SMILES	GPR151 activ	MITF inh	TEAD-YAP inh	FBW7 activator
Oc1ccccc1CN1CCc2nnc(Cc3ccccc3)n2CC1	-0.4	-1	7	0.2
COc1ccc(CONS(=O)(=O)c2ccc(NC(C)=O)cc2)cc1	-1.5	3	5	0.0
COc1ccc(CN2C(=O)C3C=NNC3C2=O)cc1 (centres undefined)	0.5	-2	1	0.0
CCOC(=O)c1sc2nc(C)nc(SC(C)C(=O)NC3CC3)c2c1C (centres undefined)	-1.7	-2	-3	0.7
COc1ccc(-c2cc3ccc(OC)cc3oc2=O)cc1	-0.6	-1	-41	0.3

An excerpt from above in order of SMILES length, rising:
SMILES	GPR151 activ	MITF inh	TEAD-YAP inh	FBW7 activator
COc1ccc(-c2cc3ccc(OC)cc3oc2=O)cc1	-0.6	-1	-41	0.3
O=C(NCCOc1ccccc1)c1cnc(Nc2cnccn2)s1	-1.1	8	2	0.5
CCOC(=O)c1sc2nc(C)nc(SC(C)C(=O)NC3CC3)c2c1C (centres undefined)	-1.7	-2	-3	0.7
